ssDAF-12 act: activators of S. stercoralis DAF-12 nuclear receptor; activation, % at 6.8 µM; actives 1% (n = 370,000); HEK293 ssDAF-12/GRIP1 lit1-tk-luc reporter, luminescence; % of 3 µM dafachronic acid response; AID 652126;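 active = activation above the mean over all tested compounds plus 3 SD, cut at about 0.9% in these data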;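 note: 0% = DMSO-only wells and 100% = 3 µM delta7-dafachronic acid wells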
PLC-gamma1 inh: blocks human PLC-gamma1 enzyme activity. P19174. AID 720700. purified PLC-gamma1, fluorogenic substrate, fluorescence. actives 0.84% (n = 370,000). inhibition, % at 12.2 µM; in the data active = inhibition above about 9.5%
hgDAF12 agonist: hgDAF-12 agonism, primary luciferase screen; HEK293 GAL4-hgDAF12 UAS-luciferase reporter, agonist luminescence; normalized to butyrate control; actives 1.8% (n = 370,000); AID 687014; activation, % at 6.8 µM;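 active = activation above a cutoff set at the mean of all screened compounds plus 3 SD, cut at about 10% in these data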;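 note: 0% = DMSO wells and 100% = sodium butyrate wells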
hcDAF-12 act: activators of H. contortus DAF-12 nuclear receptor; HEK293 hcDAF-12 lit1-tk-luc reporter, luminescence; 0% DMSO, 100% Δ7-dafachronic acid; activation, % at 6.8 µM; actives 1.4% (n = 370,000);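 active = activation above the mean of all tested compounds plus 3 SD, cut at about 5.5% in these data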;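 note: 100% = response to 3 µM Δ7-dafachronic acid high control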
FXN GAA850 act: increases GAA850 frataxin promoter reporter activity; HEK293 lucGAA850 FXN promoter luciferase reporter, 24 h; percent of 10 µM SAHA response; activation, % at 6 µM; actives 0.56% (n = 360,000);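 active = activation above the average of all compounds screened plus 3 SD, cutoff fixed separately per campaign, cut at about 7.5% in these data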;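 note: 0% = DMSO wells and 100% = 10 µM SAHA wells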
HGIII-sPLA2 inh: Blocks human group III sPLA2 activity | QFRET BODIPY PC-A2 liposome hydrolysis, fluorescence | inhibition, % at 12.2 µM | Q9NZ20 | actives 0.56% (n = 370,000);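 active = inhibition above mean plus 3 SD of compounds lying within the high and low control bounds, cut at about 19% in these data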;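 note: 0% = median of test compound wells and 100% = no enzyme DMSO wells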
Target sequence (Q9NZ20 whole entry, looked up): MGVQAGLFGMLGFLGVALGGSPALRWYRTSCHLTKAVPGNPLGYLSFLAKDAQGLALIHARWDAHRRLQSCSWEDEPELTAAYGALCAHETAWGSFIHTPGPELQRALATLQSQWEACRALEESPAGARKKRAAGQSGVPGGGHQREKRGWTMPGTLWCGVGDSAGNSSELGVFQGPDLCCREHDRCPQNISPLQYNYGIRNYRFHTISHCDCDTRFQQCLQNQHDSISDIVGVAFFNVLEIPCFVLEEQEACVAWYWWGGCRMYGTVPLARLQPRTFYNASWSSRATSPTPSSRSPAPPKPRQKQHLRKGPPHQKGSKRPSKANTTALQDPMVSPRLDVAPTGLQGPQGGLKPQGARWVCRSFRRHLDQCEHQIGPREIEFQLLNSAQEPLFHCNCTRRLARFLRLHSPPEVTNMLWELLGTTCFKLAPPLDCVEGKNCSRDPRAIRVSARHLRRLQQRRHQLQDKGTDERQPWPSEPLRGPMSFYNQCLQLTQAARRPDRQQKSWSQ
PLC-beta3 inh: inhibitors of human phospholipase C beta3; inhibition, % at 12.2 µM; Q01970; Purified PLC-beta3, fluorogenic substrate, fluorescence; actives 0.18% (n = 370,000); in the data active = inhibition above about 11%;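 note: 0% = median of compound wells on plate and 100% = full blocker control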
ADAM10 inh: inhibits human ADAM10 | recombinant ADAM10, EDANS/DABCYL FRET peptide cleavage, 3 h | inhibition, % at 7 µM | actives 0.62% (n = 370,000) | AID 720582;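 active = inhibition above a per-campaign cutoff equal to the mean of compounds falling between control-based bounds plus 3 SD, cut at about 20% in these data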;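 note: 0% = DMSO wells while the 100% control is not disclosed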
ADAM17 inh: inhibitors of human ADAM17 | AID 720648 | P78536 | recombinant ADAM17, EDANS/DABCYL FRET peptide cleavage | actives 0.83% (n = 370,000) | inhibition, % at 6.95 µM;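 active = inhibition above the mean of compounds lying between control limits plus 3 SD, set per campaign, cut at about 8.5% in these data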;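 note: 0% = DMSO-only wells as the low control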
Target sequence (P78536 215-824 limits assumed): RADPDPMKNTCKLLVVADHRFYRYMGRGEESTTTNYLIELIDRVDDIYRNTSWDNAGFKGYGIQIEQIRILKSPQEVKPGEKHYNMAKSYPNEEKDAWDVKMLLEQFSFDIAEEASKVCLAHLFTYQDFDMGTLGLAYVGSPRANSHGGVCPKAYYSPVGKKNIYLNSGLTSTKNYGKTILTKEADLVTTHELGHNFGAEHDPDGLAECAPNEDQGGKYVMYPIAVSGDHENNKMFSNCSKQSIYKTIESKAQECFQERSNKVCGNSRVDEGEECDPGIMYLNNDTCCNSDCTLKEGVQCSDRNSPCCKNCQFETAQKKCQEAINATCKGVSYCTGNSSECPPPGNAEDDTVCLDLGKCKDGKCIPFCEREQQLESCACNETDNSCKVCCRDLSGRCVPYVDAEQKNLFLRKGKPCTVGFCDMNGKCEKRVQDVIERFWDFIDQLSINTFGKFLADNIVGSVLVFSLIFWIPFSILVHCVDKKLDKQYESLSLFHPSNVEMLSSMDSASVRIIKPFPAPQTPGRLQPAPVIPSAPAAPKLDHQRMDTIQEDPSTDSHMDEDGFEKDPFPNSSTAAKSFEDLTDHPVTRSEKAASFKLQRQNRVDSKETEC
DAX1 inh-1: inhibitors of human orphan nuclear receptor DAX1 (NR0B1) | inhibition, % at 6.75 µM | HEK293 Gal4-DAX1 luciferase reporter, luminescence | AID 504766 | actives 0.99% (n = 340,000);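 active = inhibition above the mean over all tested compounds plus 3 SD, cut at about 4.2% in these data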;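 note: 0% = DAX1-transfected cells with DMSO and 100% = empty-vector control cells with DMSO; inhibition shows as a rise in luminescence from relieved DAX1 repression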
DAX1 inh-2: DAX1 (NR0B1) inhibition, primary screen; HEK293T StAR-luciferase reporter, SF-1/DAX-1 repression relief; inhibition, % at 6.8 µM; actives 1.1% (n = 370,000); AID 652010;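 active = inhibition above the mean over all tested compounds plus 3 SD, cut at about 3.6% in these data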;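 note: 0% = DAX-1 cells with DMSO and 100% = cells lacking DAX-1 with DMSO; higher inhibition means more luminescence from relief of DAX-1 repression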
* marks the source's active call; other numbers are inactive results; . = not tested or not shown.

SMILES | ssDAF-12 act | PLC-gamma1 inh | hgDAF12 agonist | hcDAF-12 act | FXN GAA850 act | HGIII-sPLA2 inh | PLC-beta3 inh | ADAM10 inh | ADAM17 inh | DAX1 inh-1 | DAX1 inh-2
CC(Sc1cnc2ccccc2n1)C(=O)O (configuration not stated) | -0.2 | -5.5 | 1.5 | 1.1 | 1.2 | -4.0 | -8.7 | -4.8 | -6.0 | -0.1 | 0.8
COc1ccc(S(=O)(=O)N2CCCCCC2)cc1C(=O)N(CC(C)C)C1CCS(=O)(=O)C1 (configuration not stated) | -1.4 | -0.1 | 1.1 | -2.0 | 0.6 | -0.1 | -4.8 | 1.7 | -5.1 | 1.9 | 0.2
COCCCNC(=S)Nc1c(C)cc(C)cc1C | -0.8 | 13.3* | -0.8 | 2.8 | -1.5 | 11.6 | 6.0 | 6.3 | 7.5 | -0.8 | -0.2
O=C(COc1c(F)c(F)cc(F)c1F)NC(=O)NC1CCCC1 | -1.1 | 2.2 | 0.9 | -2.9 | 1.3 | 0.1 | 2.6 | -3.8 | -2.7 | 0.8 | -0.2
Cc1ccccc1C(=O)Nc1cc(C(F)(F)F)ccc1-n1cncn1 | -0.9 | -1.4 | 0.2 | -1.0 | 0.7 | 3.8 | -5.3 | -10.4 | -2.5 | 0.8 | -0.3
Cc1ccc(N(C(=O)CNC(=O)c2ccco2)C(C(=O)NC2CCCCC2)c2ccncc2)cc1F (configuration not stated) | -1.2 | 2.0 | 0.0 | -1.6 | -0.6 | 0.4 | -0.5 | 2.8 | 2.7 | 0.6 | -0.1
Cc1ccc(S(=O)(=O)NCC(=O)N(CC(=O)NCC2CCCO2)Cc2ccco2)cc1 (configuration not stated) | -0.5 | -1.1 | -1.7 | -0.6 | 0.4 | 5.5 | -0.8 | 2.0 | -3.1 | -0.6 | 1.1
O=C(CN1CCCc2ccccc21)NCCc1ccc(F)cc1 | -1.3 | 0.6 | -0.3 | 0.5 | 1.0 | 5.2 | 2.3 | -3.1 | -2.7 | -0.1 | 0.5
COc1cc(OC)cc(C(=O)NC(c2ccccc2)c2ccccc2)c1 | -1.6 | 3.3 | -2.8 | 0.0 | -0.6 | 2.1 | -7.0 | 2.4 | 2.6 | 1.6 | -0.2
COc1ccccc1N=c1scc(-c2ccc3c(c2)NC(=O)CO3)n1CC1CCCO1 (configuration not stated) | -1.5 | 1.2 | -1.7 | -3.1 | -1.8 | -3.5 | 0.6 | 1.0 | -0.4 | -0.8 | -1.0
O=C(NCCc1ccccc1F)C1CCC(=O)N(Cc2ccccc2F)C1 (configuration not stated) | -1.1 | 0.4 | 1.6 | 1.9 | -1.6 | 1.9 | -1.7 | -4.3 | -0.7 | 0.7 | 0.3
CSc1nnc(-c2ccc([N+](=O)[O-])cc2)o1 | -1.3 | -3.5 | 3.2 | -1.4 | 1.9 | 2.0 | -1.1 | 0.0 | -1.4 | 2.2 | 0.0
CNS(=O)(=O)c1cccc(C(=O)OCC(=O)NC(C)CCc2ccccc2)c1 (configuration not stated) | -1.5 | 1.9 | 0.5 | -0.1 | 0.8 | 3.7 | -4.7 | -0.9 | 2.9 | -1.2 | 0.4
COc1ccc(NC(=O)CCc2ccccc2)cc1NC(=O)c1ccco1 | -1.0 | -1.1 | 3.2 | -2.2 | -0.7 | 2.1 | 2.3 | 13.2 | -4.4 | -1.1 | -0.7
Cc1cc(C(=O)N/N=C2\CC(=O)c3ccccc32)c(C)n1-c1ccccc1 | -0.9 | -1.8 | 3.6 | 3.5 | 2.5 | -2.3 | -7.7 | 7.6 | 0.1 | -0.9 | 0.5
CCOc1nc(Nc2ccc([N+](=O)[O-])cc2)nc(NC(C)(C)C)n1 | -1.3 | 9.8* | -1.7 | -1.4 | 1.0 | 20.9* | 1.6 | -4.4 | 8.2 | -1.1 | 0.2
Cc1nn(C)c(C)c1CN(C)S(=O)(=O)c1ccc2ccccc2c1 | -2.6 | -0.3 | -10.4 | -4.7 | -3.8 | -7.0 | -3.4 | 0.3 | -3.7 | -4.7 | -3.3
Cc1cccc(NC(=O)C(=O)N/N=C/c2ccncc2)c1 | -1.3 | -2.4 | 4.3 | 0.9 | 1.2 | 3.3 | 2.4 | -0.4 | 0.8 | -0.4 | 0.2
COc1ccc(NC(=O)Nc2cc(C(=O)O)ccc2N2CC3CC(C2)c2cccc(=O)n2C3)c(OC)c1 (configuration not stated) | -1.0 | -0.4 | 2.2 | -0.3 | 1.2 | 2.4 | -5.6 | 6.2 | -1.1 | 0.3 | 0.0
O=C1c2ccccc2C(=O)N1Nc1ccccc1 | -0.8 | -4.1 | 1.3 | 1.9 | -1.1 | 9.0 | 0.3 | -0.9 | -4.8 | 0.1 | -0.3

Part of the list above in another layout:
molecule,ssDAF-12 act,PLC-gamma1 inh,hgDAF12 agonist,hcDAF-12 act,FXN GAA850 act,HGIII-sPLA2 inh,PLC-beta3 inh,ADAM10 inh,ADAM17 inh,DAX1 inh-1,DAX1 inh-2
O=C(NCCc1ccccc1F)C1CCC(=O)N(Cc2ccccc2F)C1 (configuration not stated),-1.1,0.4,1.6,1.9,-1.6,1.9,-1.7,-4.3,-0.7,0.7,0.3
CSc1nnc(-c2ccc([N+](=O)[O-])cc2)o1,-1.3,-3.5,3.2,-1.4,1.9,2.0,-1.1,0.0,-1.4,2.2,0.0

Next section
SMILES | ssDAF-12 act | PLC-gamma1 inh | hgDAF12 agonist | hcDAF-12 act | FXN GAA850 act | HGIII-sPLA2 inh | PLC-beta3 inh | ADAM10 inh | ADAM17 inh | DAX1 inh-1 | DAX1 inh-2
COC(=O)C1CCN(C(=O)CSc2ccccc2)CC1 | -1.4 | -0.2 | 0.4 | 1.9 | 2.3 | 2.2 | 3.0 | 0.4 | -0.3 | 0.5 | 0.5
COCC(C)n1c(SCC(=O)Nc2sccc2C(N)=O)nc2ccccc2c1=O (configuration not stated) | -1.6 | -0.2 | -2.0 | -2.3 | -1.6 | -1.3 | -4.3 | -1.1 | 1.7 | -1.6 | -0.9
NC(=O)C1=C[C@H](c2coc3ccccc3c2=O)C[C@H](OCCCCO)O1 | -1.4 | 0.2 | 0.0 | -1.4 | 1.1 | 7.2 | -1.3 | -1.8 | 2.8 | 0.7 | 0.9
COc1ccc(CCNC(=O)COC(=O)c2ccco2)cc1OC | -0.9 | -2.3 | 2.0 | 0.5 | 0.6 | 3.1 | -1.7 | 2.4 | -5.7 | 0.2 | -0.5
CCOC(=O)C(=O)N(C)c1c(CC)nc2c(OCc3ccc(OC(F)F)cc3)cccn12 | -1.1 | 3.1 | -3.4 | -1.2 | -1.5 | 0.5 | 3.4 | 7.5 | 0.1 | . | 0.1
CCCC(=O)N1CCC1(C)C(=O)NS(=O)(=O)c1ccc(F)cc1F (configuration not stated) | -0.8 | 4.2 | 3.0 | -1.3 | 0.7 | 9.2 | 1.4 | -0.2 | -2.2 | . | 0.0
Cc1cccc(-c2n[nH]c(=S)n2-c2ccccc2)c1[N+](=O)[O-] | -1.4 | -0.9 | 0.5 | -1.9 | 0.1 | 13.2 | 0.9 | 6.7 | -0.4 | -0.5 | -0.4
O=C(CN1CCN(c2ccc(O)cc2)CC1)Nc1cc(S(=O)(=O)N2CCOCC2)ccc1Cl | -1.6 | 0.1 | -0.2 | -1.1 | 2.2 | -10.6 | 2.2 | 5.9 | 2.1 | -1.6 | -1.5
Cc1c(/C=N\NC(=O)C2(C)CC2(Cl)Cl)cnn1C (configuration not stated) | -1.1 | -0.6 | 1.4 | -1.0 | -0.9 | 1.9 | 2.0 | -1.3 | -0.2 | -0.8 | -0.4
COc1cccc(N/C=C/C(=O)c2ccc(OC)c(OC)c2)c1 | -1.3 | -43.9 | 1.8 | -2.0 | 2.0 | -0.9 | -59.6 | 7.2 | -1.7 | 1.5 | 0.3
COc1cc(/C=N/NC(N)=O)ccc1OC(=O)c1cccs1 | -1.6 | 1.8 | -1.9 | -1.7 | 1.2 | -3.4 | -3.2 | 1.9 | 0.0 | 1.1 | 0.3
CCCCCOc1ccc(C(=O)CCC(=O)Nc2ccc(NC(C)=O)cc2)cc1 | -1.2 | 2.6 | 1.1 | -1.3 | 2.0 | -0.8 | -3.4 | -6.0 | 1.3 | 1.1 | 0.0
CCc1ccc(NC(=O)N(Cc2ccco2)C(C)c2cccs2)cc1 (configuration not stated) | -1.8 | 2.1 | 2.3 | 0.0 | 3.0 | -15.1 | 8.8 | 13.8 | 3.7 | 2.7 | 0.6
NC(=O)c1cc(S(=O)(=O)NCCc2ccccc2)cs1 | -1.1 | 0.9 | 1.6 | -1.2 | 0.0 | -6.2 | -4.6 | 0.7 | -2.0 | 0.3 | -0.5
CS(=O)(=O)Oc1ccc(/C=N/NC(=O)c2ccncc2)cc1 | -1.6 | 1.4 | 3.7 | 2.9 | 0.7 | 19.3* | 2.6 | 4.9 | -3.5 | -0.4 | 0.9
COc1ccccc1N1CCN(C2CCN(C(=O)c3cccs3)CC2)CC1 | -1.1 | 3.9 | -1.7 | -0.4 | 2.7 | 10.1 | 1.2 | -3.5 | 0.8 | -0.6 | 0.9
CCCCNC(=O)C(NC(=O)c1cccnc1OC)C(=O)c1ccccc1 (configuration not stated) | -1.0 | -0.6 | 1.2 | -1.6 | . | 1.0 | -4.0 | -7.9 | -4.3 | . | 1.1
COc1cccc(NC(=O)CSc2nc3ccccc3cc2Cc2ccccc2)c1 | -0.4 | -0.3 | -3.7 | -1.6 | 0.4 | 0.6 | -2.4 | -0.4 | -4.0 | -0.2 | -0.6
CCCn1c(N2CCN(CC(=O)c3c(C)n(C)c4ccccc34)CC2)nc2c1c(=O)[nH]c(=O)n2C | -1.4 | 1.7 | -1.2 | -1.9 | 0.1 | 2.1 | -0.7 | -6.6 | -1.7 | -1.0 | -0.1
CC(C)CC(O)(CC(C)C)C(=O)NNc1ccccc1 | -1.4 | 0.6 | -1.7 | -1.0 | -0.4 | 3.9 | 1.9 | 5.6 | -1.1 | 0.2 | -0.1
O=C(Nc1ccccc1Sc1ccccc1)c1ccccc1 | -1.2 | -1.6 | 0.8 | -1.3 | 2.0 | -4.3 | -4.2 | 7.4 | -2.4 | 0.9 | 0.2
CCCC[C@H](C(=O)N(C)c1ccccc1)[C@@H](O)c1ccc2ccccc2c1 | -1.0 | 1.1 | -3.0 | -2.4 | . | 1.9 | 3.6 | 6.7 | 1.1 | . | -0.9
COc1ccc(S(=O)(=O)N(CC(=O)NCc2cccnc2)Cc2ccccc2)cc1 | -1.3 | -0.1 | -0.2 | -1.1 | 2.0 | 7.0 | -8.2 | 3.3 | -2.9 | 0.1 | 0.1
COc1ccc(OC)c(-n2nnnc2SCC(=O)Nc2ccccc2N2CCOCC2)c1 | -1.8 | 0.6 | -4.9 | -0.7 | 0.6 | -6.7 | 2.0 | 5.0 | -0.4 | -2.0 | -0.7
COc1cc(CO)cc(Br)c1OCC(=O)Nc1cccc2ccccc12 | -1.6 | -1.1 | 0.5 | -0.6 | 0.7 | -0.1 | -71.2 | 3.2 | -0.5 | -0.7 | 0.1

Screening data: PubChem BioAssay, The Scripps Research Institute Molecular Screening Center

Random draw from the library; overall some 6.9% were active at least once.
